LDHA block – LDHA (human) enzyme inhibition; P00338; purified LDHA, NADH/diaphorase-resazurin fluorescence; stronger effect = lower value; activity change, % (values are at about 110 or 230 µM); 480,000 compounds, 0.15% hits; AID 1347041; in the data active = activity change below about -30%; inconclusive = mostly about -25% to -30%;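 note: plate controls were DMSO wells for no effect and wells without enzyme for full effect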
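Human LDH5 (2 nM) was incubated with 0.06 mM NADH and 0.2 mM pyruvate for 5 min at room temperature in Tris pH 7.4. Remaining NADH was coupled through diaphorase/resazurin, and resorufin fluorescence was read at 0 and 20 min.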
Glioma ERSR ind – ER stress response induction in glioma; U87-MG GRP78 promoter luciferase reporter, 16 h; Potency, µM, without a hit: at the top dose activation, most hits filed as activators; 420,000 compounds, 0.02% hits; note: potency is the fitted concentration of half-maximal effect; series mostly up to about 76 µM; % of control where 0% means no effect; nearly all actives have a fitted effect of over 35% in size
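Stably transfected U87-MG glioma cells carrying a GRP78-based luciferase sensor; 16 h compound incubation. Luminescence end-point read 10 min after Bright-Glo addition at room temperature.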
TrxR1 substrate – substrates of rat thioredoxin reductase 1. 390,000 compounds, 0.01% hits. Potency, µM (doses to about 114 µM), for inactives: at the highest dose activity change, negative = substrate turnover. O89049. AID 588456. purified TrxR1 substrate turnover, NADPH consumption readout; note: potency is the fitted concentration of half-maximal effect; % is set by controls: 0 for no effect and ±100 for the full control effect; nearly all actives have a fitted effect of over 50% in size
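Rat TrxR1, dispensed at 90 nM, was prereduced with 400 uM NADPH (final) for 5 min at ~22 deg C, then incubated with compound 15 min before 400 uM selenite. A first-read NADPH fluorescence drop versus no-compound background flagged substrates.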
RGS4 inh – inhibitors of human regulator of G protein signaling 4; Potency, µM (doses to about 114 µM), for the others: top-dose activity change, negative = inhibition, usual class: inhibitors; 390,000 compounds, 0.039% hits; P49798; Transcreener GDP fluorescence polarization, RGS4-accelerated GTP hydrolysis; note: potency is the fitted concentration of half-maximal effect; % is set by controls: 0 for no effect and ±100 for the full control effect; nearly all actives have a fitted effect of over 75% in size; some results filed as inactive show a strong effect at the top dose
Target sequence (P49798 whole entry, looked up): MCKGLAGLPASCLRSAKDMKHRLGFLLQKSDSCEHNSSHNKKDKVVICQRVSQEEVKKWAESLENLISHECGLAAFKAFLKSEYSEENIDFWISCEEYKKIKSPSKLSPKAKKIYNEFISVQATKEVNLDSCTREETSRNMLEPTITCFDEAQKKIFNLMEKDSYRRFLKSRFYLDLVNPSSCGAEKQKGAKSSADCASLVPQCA
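MLSMR compounds (23 nl, pin-transferred) preincubated 10 min at room temperature with a 500nM (2x) first reagent, then RGS4 at 900nM (2x) plus Transcreener GDP mix added; fluorescence polarization (620/688 nm) read before and after 90 min at 30 °C.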
USP1 inh – USP1/UAF1 (human) deubiquitinase inhibition; O94782; recombinant USP1/UAF1, Ub-Rhodamine cleavage fluorescence; Potency, µM (highest dose often 57.1 µM), inactives show at the top dose activity change, negative = inhibition, usual class: inhibitors; 390,000 compounds, 0.23% hits; note: potency is the fitted concentration of half-maximal effect; % is set by controls: 0 for no effect and ±100 for the full control effect; nearly all actives have a fitted effect of over 60% in size; inactives centre near -12
Target sequence (O94782 whole entry, looked up): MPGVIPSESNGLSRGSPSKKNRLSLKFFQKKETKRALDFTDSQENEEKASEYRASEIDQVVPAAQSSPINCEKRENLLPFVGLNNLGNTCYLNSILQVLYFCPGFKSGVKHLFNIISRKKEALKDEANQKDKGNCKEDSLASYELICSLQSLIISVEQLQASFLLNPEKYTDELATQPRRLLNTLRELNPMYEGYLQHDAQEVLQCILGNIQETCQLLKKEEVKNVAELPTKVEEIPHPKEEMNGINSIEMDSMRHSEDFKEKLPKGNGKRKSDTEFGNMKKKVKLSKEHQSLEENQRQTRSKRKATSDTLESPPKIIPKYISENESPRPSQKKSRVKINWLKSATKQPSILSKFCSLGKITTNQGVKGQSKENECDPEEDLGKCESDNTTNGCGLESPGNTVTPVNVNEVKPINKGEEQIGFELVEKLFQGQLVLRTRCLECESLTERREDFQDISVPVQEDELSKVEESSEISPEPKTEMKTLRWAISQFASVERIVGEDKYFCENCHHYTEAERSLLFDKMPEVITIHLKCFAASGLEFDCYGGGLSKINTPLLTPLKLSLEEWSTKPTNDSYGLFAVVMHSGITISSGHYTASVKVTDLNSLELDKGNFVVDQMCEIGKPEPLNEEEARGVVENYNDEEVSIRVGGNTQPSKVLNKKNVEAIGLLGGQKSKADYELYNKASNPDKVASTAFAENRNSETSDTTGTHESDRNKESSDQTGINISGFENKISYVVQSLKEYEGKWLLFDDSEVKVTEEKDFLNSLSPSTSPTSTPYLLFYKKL
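USP1/UAF1 complex at 1 nM was preincubated with compound for 15 min at room temperature, then Ub-Rho substrate (150nM final) was added. Fluorescence (480/540 nm) was read kinetically, 6 reads every 60 seconds.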
IDH1 R132H inh – inhibitors of human mutant IDH1 R132H; O75874; IDH1-R132H enzyme, NADPH consumption, diaphorase/resazurin fluorescence; Potency, µM (series often up to 76.6 µM), for the others: top-dose activity change, negative = inhibition, usual class: inhibitors; 390,000 compounds, 0.093% hits; note: potency is the fitted concentration of half-maximal effect; % is set by controls: 0 for no effect and ±100 for the full control effect; nearly all actives have a fitted effect of over 65% in size
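IDH1-R132H (0.5 ug/mL) preincubated 30 min with compound, then NADPH (0.016 mM) and alpha-KG (2 mM) added; 80 min at RT, pH 7.5. Remaining NADPH coupled via diaphorase/resazurin to fluorescence (540/590 nm); concentration-response curves normalized to no-enzyme control.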
rTrxR1 inhibitor – rat TrxR1 inhibition | O89049 | recombinant rTrxR1, NADPH fluorescence consumption, selenite substrate | Potency, µM (top dose mostly 114 µM), for inactives: at the top dose activity change, negative = inhibition, usual class: inhibitors | 390,000 compounds, 1% hits | AID 588453; note: potency is the fitted concentration of half-maximal effect; % is set by controls: 0 for no effect and ±100 for the full control effect; nearly all actives have a fitted effect of over 65% in size
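Rat TrxR1 (90 nM in the dispensed reagent) was pre-reduced with 400 uM NADPH for 5 min at room temperature, then incubated with compound for 15 min. After 400 uM selenite was added, NADPH fluorescence (Ex 340/Em 450 nm) was followed for 8 min.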
Vif-A3F inh – inhibitors of Vif-A3F interaction | 390,000 compounds, 0.2% hits | HeLa A3F-eYFP + Vif (tagged APOBEC3F with the HIV-1 protein that degrades it), YFP fluorescence increase | Potency, µM (titrated, usually from 46.1 µM), for inactives: at the top dose activity, negative = active; note: potency is the fitted concentration of half-maximal effect; % of control where 0% means no effect; nearly all actives have a fitted effect of over 65% in size
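HeLa cells stably expressing A3F-eYFP plus Vif, plated and incubated overnight at 37 deg C, then exposed to compounds overnight at 37 deg C. Blocked degradation read as raised yellow fluorescence (Ex 488/Em 500-530).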
Vif-A3G inh – Vif-A3G binding inhibition. Q9HC16. HeLa A3G-eYFP + Vif (tagged APOBEC3G with the HIV-1 protein that degrades it), YFP fluorescence, overnight. Potency, µM (highest dose often 46.1 µM), for the others: top-dose activity, negative = active, most hits filed as inhibitors. 410,000 compounds, 0.076% hits;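 note: potency is the fitted concentration of half-maximal effect; % is set by controls: 0 for no effect and ±100 for the full control effect; nearly all actives have a fitted effect of over 60% in size; hits raise eYFP signal because A3G escapes Vif-driven loss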
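HeLa cells stably expressing Vif and C-terminally eYFP-tagged A3G, seeded overnight at 37 deg C, then exposed to compound by pintool overnight at 37 deg C. Rise in yellow fluorescence (Ex 488/Em 500-530, Acumen) marks blocked Vif-driven A3G degradation.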
Starred values were filed as active, the others as inactive; ? = inconclusive; nt = not tested or not shown; & = joins results of further samples; [ ] = remark or other dose. Unless noted, calls come from the whole dose curve; as a rule, active = well fitted curve in the direction sought with a large enough effect; inconclusive = small, poorly fitted or top-dose-only effect, or another doubt; inactive = no such curve, though single readings can be large; an effect the other way counts as inactive or inconclusive. A portion of the library; rates above refer to the full screens.

SMILES	LDHA block	Glioma ERSR ind	TrxR1 substrate	RGS4 inh	USP1 inh	IDH1 R132H inh	rTrxR1 inhibitor	Vif-A3F inh	Vif-A3G inh
Cc1ccc(N2C(=O)NC(=O)/C(=C/c3cnc(-c4ccccc4)nc3)C2=O)cc1C	-8.1	-7.0%	2.3%	?	-7.1%	3.6%	6.31µM*	?	?
CC(C)Nc1nc(Cl)nc(NC(C)C)n1	-19.1	-2.7%&0.3%	1.1%	29.2%	-10.0%	0.0%	18.7%	1.2%	-1.1%
CC1=C2CCC3C(CCC4=CC(=O)CCC43C)C2CC1 (stereo unspecified)	-4.4	-0.3%	8.9%[57.1 µM]	20.8%	-10.4%	10.6%	3.7%[2.29 µM]	-9.2%	3.6%
COc1ccc(/C=C/C2=CCN(C)CC2)cc1	1.8	5.5%	-4.9%	12.3%	-8.9%	-3.8%	-16.4%	-2.3%	0.9%
CN(C)c1cccc(C(=O)Nc2nc3ccc(S(=O)(=O)NC(C)(C)C)cc3s2)c1	-0.9	-5.4%	6.6%[57.1 µM]	15.3%	?	-9.1%	13.9%[57.1 µM]	-8.0%	-10.6%
Cc1ccc(CN2C3CCCC2CC(NC(=S)NCc2ccccc2)C3)cc1 (stereo unspecified)	-3.3	0.3%	4.4%[57.1 µM]	-16.0%	-20.9%	-9.9%	6.0%[57.1 µM]	8.4%	-3.9%
COc1ccc(C(CNC(=O)Cc2ccc(Cl)c(Cl)c2)N2CCCCC2)cc1 (stereo unspecified)	-7.3	-3.2%	-9.6%	-17.6%	-6.3%	3.6%	-12.3%	-2.4%	1.2%
O=C(c1ccccc1)N1CCN(CCc2ccccc2)CC1	-12.1&-4.5	-4.8%	-0.2%	57.2%[activator]	-0.1%	-0.1%	3.6%	0.9%	0.6%
NC(=O)COc1c(F)cc(SCCNS(=O)(=O)c2ccccc2)cc1F	nt	-3.3%&-4.1%	8.7%[57.1 µM]	-18.0%[56.9 µM]	nt	nt	17.5%&16.2%[57.1 µM]	nt	nt
O=C(c1ccccc1)c1ccccc1N=Cc1c(O)[nH]c(=O)[nH]c1=O	-5.3	2.0%	3.5%	-20.0%	-22.5%	0.5%	0.5%	6.2%	-6.2%
COc1cccc(NC(=O)C2CCN(c3nnc(C)c4c(C)n(-c5ccccc5)nc34)CC2)c1	-5.9	-4.0%	15.3%[57.1 µM]	-14.7%	4.0%	31.2%	28.5%[57.1 µM]	-15.1%	1.5%
CC1CC2(O)c3no[n+]([O-])c3CCC2N1O (stereo unspecified)	2.7	-3.1%	8.6%[57.1 µM]	7.3%	-16.4%	9.5%	-8.8%[57.1 µM]	-1.5%	-1.1%
Cc1cc(OCC(=O)NCC(O)c2ccccc2)c2c3c(c(=O)oc2c1)CCC3 (stereo unspecified)	-11.5	-5.6%	108.4%[activator]	-11.9%	-25.2%	8.7%	20.1%	2.3%	1.2%
Cn1c(O)c(C(=Nc2ccc(F)cc2)c2ccccc2Cl)c(=O)n(C)c1=O	7.9	3.1%	-10.3%[57.1 µM]	20.9%	2.2%	-1.3%	-19.4%[57.1 µM]	-2.1%	-0.5%
COC(=O)C1=C(c2ccc(-c3ccccc3)c(F)c2)C[C@@H]2CC[C@H]1N2C(=O)NCCCOC(C)C	1.2	-5.6%	-5.6%	-1.0%	-1.5%	6.9%	15.0%	3.9%	0.2%
O=c1[nH]c(=O)n(-c2cccc3ccccc23)c(O)c1/C=N/N1CCCCCC1	-4.8	-2.7%	2.7%[57.1 µM]	16.6%	-5.2%	0.0%	0.9%[57.1 µM]	3.5%	-0.3%
CC(=O)CC(c1ccccc1)c1c(O)c2ccccc2oc1=O (stereo unspecified)	-10.1&-2.8&-3.5	0.3%&-2.3%&-1.8%&-1.0%	-5.6%&8.5%&4.7%	14.7%&-6.6%&-19.6%	-8.9%&-20.8%&-28.4%	35.0%&-15.7%&5.6%[activator]	-2.1%&13.3%&3.9%	2.6%&2.1%&8.3%	0.1%&-0.7%&2.5%
C=CCOC(=O)COc1cc(C)cc2oc(=O)c3c(c12)CCC3	1.1	10.0%	29.5%	-24.1%	-19.0%	4.5%	18.2%	-4.8%	-3.8%
CN1CCC(N(C)c2nc(-c3ccc([N+](=O)[O-])cc3)nc3ccccc23)CC1	1.2&4.9	-9.6%	-6.8%	-27.4%	-16.7%	5.8%	-5.9%	5.8%	-9.4%
Brc1ccc(C2N3CCCN23)cc1 (stereo unspecified)	-2.3	-1.4%	-7.7%	3.9%	-18.8%	1.7%	-9.9%	-8.5%	-0.3%
CCCCCn1c(=O)c(C(=O)NCc2ccccc2)c(O)c2ccccc21	-3.7	0.5%	-1.1%	11.6%	-12.4%	9.9%	22.1%	-0.7%	-0.5%
COc1cc(C(=O)N2Cc3ccccc3-n3nncc3C2)cc(OC)c1OC	-3.7	-3.1%	nt	nt	-23.4%	-4.3%	nt	2.3%	-0.2%
CC(C)CC(NP(=O)(O)O[C@@H]1O[C@@H](C)[C@H](O)[C@@H](O)[C@H]1O)C(=O)NC(Cc1c[nH]c2ccccc12)C(=O)O (stereo partly specified)	nt	-3.2%	7.6%[57.1 µM]	12.8%[56.9 µM]	nt	nt	6.9%[57.1 µM]	nt	nt
Clc1ccc(N2CCN(Cc3ccccc3Cl)CC2)cc1	-8.6	0.0%	3.0%	-14.4%	-2.8%	4.3%	8.0%	2.6%	-2.3%
CN(C)C(=O)C(CCN1CCC(O)(c2ccc(Cl)cc2)CC1)(c1ccccc1)c1ccccc1	-11.4	-8.3%&-0.2%&-5.2%&-2.1%&-4.4%&-4.9%&-5.7%	8.8%[57.1 µM]	-2.8%[56.9 µM]	16.1%	2.4%	16.8%[57.1 µM]	4.7%	1.0%
CCOC(=O)c1c(C=O)c2ccccc2n1Cc1ccccc1	-1.6	3.5%	-9.7%	7.3%	-21.6%	6.4%	-14.5%	0.8%	-4.6%
O=C(O)c1cccc2c1NC(c1cccc([N+](=O)[O-])c1)C1CC(Sc3ccccc3[N+](=O)[O-])C(Cl)C21 (stereo unspecified)	2.6	-1.6%	-6.2%[57.1 µM]	-49.3%	?	29.3µM*	-10.3%[57.1 µM]	17.8%	-9.8%
CCN(CC)CCOC(=O)c1ccc(N=Cc2c(O)[nH]c(=O)[nH]c2=O)cc1	-2.4	-5.3%	-6.2%	-33.3%	-25.4%	5.1%	-15.1%	-22.1%	-1.5%
C/C(=N/OC(=O)N(C)C)c1ncc(C(F)(F)F)cc1N1CCOCC1	-4.7	-6.8%	22.2%	14.9%	-4.0%	-0.2%	-7.0%	-3.7%	2.4%
CCCn1c(C(=O)c2ccc(OC)cc2)nc2ccccc21	-4.3	-0.5%	-1.8%	14.4%	-30.2%	7.5%	18.6%	15.0%	-3.5%
Cc1ccc(N2C(=O)NC(=O)/C(=C\c3cccn3C(C)(C)C)C2=O)cc1	-4.2	4.2%	9.6%	-10.9%	-17.0%	7.4%	18.7%	-1.8%	4.2%
Cc1ccc(-n2c(/C=C\c3ccc(F)cc3)nc3ccccc3c2=O)cc1Cl	-6.6	-3.8%	-4.4%[57.1 µM]	6.8%	-13.9%	-6.5%	0.9%[57.1 µM]	8.3%	0.6%
CCCCCCCCCC[Si](C)(C)CCC(=O)N[C@@H](Cc1ccc(C)cc1)c1ccccc1	4.5	-3.3%	-0.4%	nt	nt	nt	5.0%	nt	2.8%
Nc1ccc2nc3c(c(Cl)c2c1)CCCC3	8.2	4.6%	24.5%	-40.1%	-9.0%	8.4%	-3.6%	6.2%	?
CCN(CC)CCCN=Cc1c(O)n(-c2ccccc2F)c(=O)[nH]c1=O	-3.7	-12.2%	2.1%	-21.2%	6.4%	5.2%	-0.8%	4.0%	-8.1%
C=CCn1c(O)c(C(C)=Nc2ccc(N(CC)CC)cc2)c(=O)[nH]c1=O	7.1	-3.4%	3.8%	-48.4%	-19.3%	3.3%	16.1%	?	?
Cc1c(OC(=O)N(C)C)ccc2c1O/C(=C\c1ccco1)C2=O	3.5	7.4%	2.1%	-12.0%	-25.9%	-5.1%	?	-10.4%	-11.0%
O=C1CCC2(O)C3Cc4ccc(O)c5c4C2(CCN3Cc2ccoc2)C1O5 (stereo unspecified)	6.2	-0.9%	nt	nt	-12.7%	1.0%	nt	-0.2%	-4.4%
O=c1[nH]c(O)c(C=NC2CCCCC2)c(=O)[nH]1	-1.1	-1.5%	1.8%	-2.8%	-23.7%	-3.2%	15.9%	-12.4%	-2.3%
Clc1ccc2c(c1)C(c1ccccc1Cl)=NCc1nncn1-2	3.4	-5.2%	3.2%	10.2%	4.1%	-7.0%	10.0%	0.0%	2.2%
